Source: PubChem
HIF act – HIF pathway transcriptional activation; U2OS HRE-luciferase reporter, luminescence; normalized: DMSO 0%, desferrioxamine 100%; activation, % at 7.5 µM (by protocol); 0.32% of 300,000 active; AID 1910;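 active = mean activation of at least 10% of the iron chelator positive control signal, with at least half of replicates also reaching 10%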
Platelet DG rel – platelet dense granule release activity. human platelet-rich plasma, SFLLRN dense granule ATP release, luminescence. 0.22% of 300,000 active. AID 1663. inhibition, %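 (compounds screened at 7.5 µM in platelet-rich plasma)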;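 active = mean replicate score, as percent of positive control, at or above 50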
MrgX1 ag – activates human MrgX1 receptor signaling; Q96LB2; MrgX1-HEK293 cells, Fluo-4 calcium fluorescence, agonist mode; hits give high values; B-score at 10 µM; 0.44% of 310,000 active; AID 588627;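 active = calcium response B-score plate-corrected fluorescence ratio at least 3 library SD, with starting fluorescence B-score inside 5 SD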
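Material: HEK293 cells stably expressing human MrgX1 receptor | Quantity: 15,000 cells per well | Times: Cells plated overnight, dye loaded 0.5 h 37 °C, 0.5 h room temperature | Measured by: Kinetic Fluo-4 NW fluorescence of intracellular calcium | Control set: Positive and negative controls per plate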
RGS4 act – potentiators or activators of RGS4. HEK293 M3R/inducible RGS4, carbachol calcium flux Fluo4; hits give low values. B-score at 10 µM. 0.92% of 310,000 active. AID 463111;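 active = B-score of the integrated calcium signal more than 4 SD below the library mean, with starting fluorescence not abnormally high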;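 also: negative B-score means reduced calcium response which marks RGS4 activation or potentiation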
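Test system: HEK293 cells with stable M3R and inducible RGS4; also added: carbachol at ECmax as muscarinic agonist stimulus; schedule: dye loading 30 min 37 °C, buffer rest 30 min RT; technique: kinetic calcium fluorescence imaging with Fluo4-AM dye, 2 µM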
RGS4 inh – human RGS4 inhibition | P49798 | HEK293 M3R/RGS4 inducible, Fluo-4 calcium flux; hits give high values; triggered by carbachol at its EC20 | B-score at 10 µM | 0.45% of 310,000 active;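 active = B-score, a plate-corrected calcium signal, over three deviations above library mean, with baseline fluorescence within five deviations of library mean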;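 also: RGS4 expression induced by doxycycline in cells with stable M3 receptor; B-score is computed from the integrated fluorescence ratio over baseline after carbachol; higher B-score means a larger calcium signal and so more RGS4 inhibition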
Target sequence (P49798 whole entry, looked up): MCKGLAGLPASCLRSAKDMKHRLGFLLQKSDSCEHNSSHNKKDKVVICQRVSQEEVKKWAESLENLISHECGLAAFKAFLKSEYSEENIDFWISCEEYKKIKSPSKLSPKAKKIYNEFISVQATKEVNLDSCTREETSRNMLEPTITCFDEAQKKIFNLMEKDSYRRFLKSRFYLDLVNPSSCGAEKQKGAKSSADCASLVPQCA
TRPC4 block – TRPC4 (mouse) channel inhibition. 0.39% of 300,000 active. Q9QUQ5. HEK293 TRPC4beta/mu-opioid, DAMGO-evoked Fluo4 calcium flux; hits give low values. B-score at 10 µM. AID 2247;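 active = B-score over 3 SD under the library average, no early fluorescence shift, positive overall ratio signal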
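Assay system – HEK293 line stably carrying TRPC4beta and mu-opioid receptor · Doses – single dose · Detection – Fluo4 calcium-dye fluorescence, kinetic read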
TRPC6 inh – blocks the mouse TRPC6 cation channel; HEK293-TRPC6, membrane potential dye, ACh-evoked depolarization; hits give low values; 1.1% of 310,000 active; Q61143; B-score at 10 µM;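 active = B-score under library mean minus 3 SD, initial fluorescence not abnormally high, positive integrated signal ratio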;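 also: B-score derived from integrated fluorescence ratio over the kinetic read; more negative B-score means stronger inhibition of depolarization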
Target sequence (Q61143 whole entry, looked up): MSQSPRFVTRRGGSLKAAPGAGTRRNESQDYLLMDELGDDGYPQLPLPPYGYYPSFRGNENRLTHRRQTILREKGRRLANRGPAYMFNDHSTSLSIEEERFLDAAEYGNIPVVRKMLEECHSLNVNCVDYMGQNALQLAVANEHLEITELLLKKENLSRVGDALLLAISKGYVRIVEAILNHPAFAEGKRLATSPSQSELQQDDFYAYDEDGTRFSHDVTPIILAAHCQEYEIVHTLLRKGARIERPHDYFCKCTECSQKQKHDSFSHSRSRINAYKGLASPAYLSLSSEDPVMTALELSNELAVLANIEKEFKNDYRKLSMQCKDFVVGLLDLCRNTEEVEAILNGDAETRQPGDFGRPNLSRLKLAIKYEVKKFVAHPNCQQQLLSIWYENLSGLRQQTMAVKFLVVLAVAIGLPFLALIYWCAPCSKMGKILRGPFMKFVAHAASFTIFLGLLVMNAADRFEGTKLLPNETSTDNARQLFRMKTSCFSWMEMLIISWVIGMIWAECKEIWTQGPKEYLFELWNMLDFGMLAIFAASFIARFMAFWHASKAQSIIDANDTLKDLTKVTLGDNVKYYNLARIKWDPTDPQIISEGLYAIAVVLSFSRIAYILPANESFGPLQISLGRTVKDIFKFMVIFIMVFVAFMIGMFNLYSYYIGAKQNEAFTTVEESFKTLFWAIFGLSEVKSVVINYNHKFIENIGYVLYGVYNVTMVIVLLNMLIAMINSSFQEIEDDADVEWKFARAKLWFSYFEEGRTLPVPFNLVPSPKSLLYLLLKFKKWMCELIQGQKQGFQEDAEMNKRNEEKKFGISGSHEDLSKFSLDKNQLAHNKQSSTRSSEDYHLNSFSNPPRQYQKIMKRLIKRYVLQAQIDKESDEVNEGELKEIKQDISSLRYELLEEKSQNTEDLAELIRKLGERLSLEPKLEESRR
MrgX1 PAM – allosterically activates human MrgX1 receptor signaling; Q96LB2; MrgX1-HEK293, Fluo-4 calcium flux, FDSS; hits give high values; B-score at 10 µM; 0.63% of 310,000 active;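 active = plate-corrected calcium response at least 3 library SD above typical, normal starting fluorescence, not activating the receptor alone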;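 also: compound read alongside a low EC10 to EC30 dose of BAM8-22 agonist; peak minus trough fluorescence over baseline measured at the second addition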
TRPC6 activator – activates the mouse TRPC6 cation channel; 0.13% of 310,000 active; B-score at 10 µM; Q61143; AID 2550; HEK293-TRPC6 membrane potential dye fluorescence; hits give high values;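 active = B-score of the integrated fluorescence ratio above library mean plus 3 SD, and starting fluorescence ratio within library mean plus 5 SD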;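 also: higher score means more depolarization so channel activation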
MrgX1 antagonist – antagonists of human MrgX1 receptor | MRGX1-HEK293 calcium flux, Fluo-4, BAM8-22 antagonism; hits give low values | B-score at 10 µM | 1.3% of 310,000 active;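 active = calcium-response B-score plate-corrected more than 3 library SD below zero, starting fluorescence within 5 deviations, no agonist response on first addition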;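 also: peak minus trough fluorescence over baseline after final BAM8-22 challenge near maximal dose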
SKKanGAS inh – SKKanGAS growth inhibition | AID 1662 | inhibition, % at 7.5 µM | 1.3% of 300,000 active | S. pyogenes SKKanGAS, kanamycin growth, BacTiter-Glo, 6 h;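 active = mean replicate score, as percent of positive control median, at least 50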;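 also: strain carries kanamycin resistance gene driven by streptokinase promoter and grows in 40 µg/ml kanamycin; loss of luminescence reflects streptokinase promoter inhibition or plain growth inhibition; 0% = median of DMSO wells and 100% = positive control at its reference dose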
Starred values were filed as active, the others as inactive; i = inactive; nt = not tested or not shown. The order is random. Share with any hit: about 6.1%.

Below each compound – TRPC6 activator, TRPC4 block, TRPC6 inh, RGS4 act, MrgX1 ag, MrgX1 PAM, SKKanGAS inh, Platelet DG rel, MrgX1 antagonist, RGS4 inh, HIF act
1) COCCn1c(C)cc(C(=O)CSc2nc3ccccc3c(=O)n2Cc2ccco2)c1C
    i, i, i, i, i, i, 4.1, 26.6, i, i, 2.2
2) Cc1cc(C(=O)NN=C2CCCCCCC2)c2ccccc2n1
    i, i, i, i, i, i, 3.1, -3.3, i, i, 1.2
3) COC(=O)Cc1cc(=O)n2c(nc3ccccc32)[nH]1
    i, i, i, i, i, i, -2.3, -6.5, i, i, 1.2
4) Cc1cccc(N(CC(N)=O)S(C)(=O)=O)c1C
    i, i, i, i, i, i, -2.0, 7.2, i, i, -0.3
5) COc1ccccc1CNC(=O)COc1ccc(S(=O)(=O)N2CCCC2)cc1
    i, i, i, i, i, i, -10.5, 6.5, i, i, 0.9
6) C=CCNC(=S)N1CCN(c2cccc(C(F)(F)F)c2)CC1
    i, i, i, i, i, i, -17.2, -1.3, i, i, -0.3
7) CCn1nc(NC(C)=O)c2cc3cccc(C)c3nc21
    i, i, i, i, i, i, 3.2, 6.2, i, i, -0.3
8) CCOc1ccc(N=Nc2cc(C(C)C)ccc2O)cc1
    i, i, i, i, i, i, -2.7, 1.1, i, i, 0.6
9) COc1cc(NC(=O)CN2CCN(c3ccccc3O)CC2)c(C)cc1[N+](=O)[O-]
    i, i, i, i, i, i, 9.5, 14.3, i, i, 0.2
10) Cc1ccc(NC(=S)NC(=O)c2ccc(-c3ccccc3)cc2)cc1
    i, i, i, i, i, i, 9.5, 5.0, i, i, 0.0
11) Cc1ccc(O)c(N=Nc2ccccc2)n1
    i, i, i, i, i, i, -6.3, 77.2*, i, i, 0.8
12) COc1ccc(CN2CC(C(=O)NC3CCCCC3)CC2=O)cc1 (centres undefined)
    i, i, i, i, i, i, 0.8, 5.0, i, i, 0.0
13) CN(C)/C=C(\C#N)C(=O)N/N=C/c1ccc(F)cc1
    i, i, i, i, i, i, 2.1, -3.8, i, i, 0.4
14) C/C(=N\NC(=O)c1cccc(S(=O)(=O)N2CCCC2)c1)c1ccco1
    i, i, i, i, i, i, 16.9, 6.4, i, i, 0.1
15) COc1nc(C#N)c(N2CCOCC2)o1
    i, i, i, i, i, i, -7.5, -0.7, i, i, -0.1

Next records follow:
Below each compound – TRPC6 activator, TRPC4 block, TRPC6 inh, RGS4 act, MrgX1 ag, MrgX1 PAM, SKKanGAS inh, Platelet DG rel, MrgX1 antagonist, RGS4 inh, HIF act
16) CCN(CC)c1nc(OC)nc(-n2nnc(C(C)=O)c2C)n1
    i, i, i, i, i, i, -1.8, 4.3, i, i, -0.2
17) CCCn1c(NCc2ccco2)nc2c1c(=O)n(C)c(=O)n2C
    i, i, i, i, i, i, 2.9, 10.4, i, i, -0.3
18) O=C(COc1ccc([N+](=O)[O-])cc1)NCCC1=CCCCC1
    i, i, i, i, i, i, 25.6, -1.1, i, 5.01*, 0.1
19) CCOc1ccc(/C=C2\SC(=O)N(c3ccc(O)cc3)C2=O)cc1OC
    i, i, i, i, i, i, 39.9, -0.1, i, i, 0.6
20) Cc1nc(NCc2ccccc2)c2cc[nH]c2n1
    i, i, i, i, i, i, -3.0, 3.1, i, i, -0.8
21) CC(C)Cc1nnc(NC(=O)Nc2ccccc2)s1
    i, i, i, i, i, i, 0.3, 0.3, i, i, 4.4
22) COc1cccc(NC(=O)N2CCCC2C(=O)Nc2cc(C)ccc2OC)c1 (centres undefined)
    i, i, i, i, i, i, 0.1, -6.7, i, i, 0.0
23) COc1ccc(/C=N/Nc2nc(-c3ccc(C)cc3)c(NC(C)=O)s2)cc1OC
    i, i, i, i, i, i, 27.4, 14.7, i, i, 0.3
24) O=C(CCC(=O)N(CC(=O)NC1CCCCC1)CC1CCCO1)Nc1nccs1 (centres undefined)
    i, i, i, i, i, i, 0.3, -5.1, i, i, -0.3
25) CCc1cccc(CC)c1NC(=O)/C(C#N)=C/c1ccccc1C(F)(F)F
    i, i, i, i, i, i, 11.3, 0.1, i, i, 3.0
26) C/C=C/c1ccc(OCC(=O)Nc2ccc(C(N)=O)cc2)c(OC)c1
    i, i, i, i, i, i, -5.9, 8.2, i, i, -0.4
27) COC(=O)c1[nH]c2c(c1C)C(=O)CC(c1cc(OC)c(OC)c(OC)c1)C2 (centres undefined)
    i, i, i, i, i, i, -4.0, 7.8, i, i, 1.3
28) Cc1oc2c(cc(NS(=O)(=O)c3ccc4c5c(cccc35)C(=O)N4)c3ccccc32)c1C(=O)OC(C)C
    i, i, i, i, i, i, nt, -4.2, i, i, 0.2
29) Cc1ccc(S(=O)(=O)NNC(=O)c2sc3nc(C)cc(C)c3c2-n2cccc2)cc1
    i, i, i, i, i, i, 17.9, 5.9, i, i, -0.1
30) COCc1cc(=O)[nH]c(N2CCN(C(=O)c3ccco3)CC2)n1
    i, i, i, i, i, i, 0.0, 6.0, i, i, -0.2

(next part)
Below each compound – TRPC6 activator, TRPC4 block, TRPC6 inh, RGS4 act, MrgX1 ag, MrgX1 PAM, SKKanGAS inh, Platelet DG rel, MrgX1 antagonist, RGS4 inh, HIF act
31) Cc1ccccc1-n1nnnc1SCC(=O)Nc1ccc(S(=O)(=O)N2CCCC2)cc1
    i, i, i, i, i, i, 1.8, -1.0, i, i, -0.5
32) CCOc1cc(C(C(=O)NCC2CCCO2)N(C(=O)Cn2nnc3ccccc32)c2cccc(OC)c2)ccc1O (centres undefined)
    i, i, i, i, i, i, 0.1, -1.9, i, i, -0.1
33) COc1cc(OC)c2c(-c3ccccc3)cc(=O)oc2c1C(CCN1CCCC(C)C1)c1ccc(N(C)C)cc1 (centres undefined)
    i, i, -5.9*, i, i, i, 17.6, 0.8, i, i, -2.3
34) COc1cc(OC)cc(-c2nc3ccccc3c(=O)n2OC(=O)c2ccccc2C)c1
    i, i, i, i, i, i, 12.4, 7.1, i, i, 0.0
35) COc1ccc(-c2cc(C(=O)NN3CCOCC3)c3ccccc3n2)cc1OC
    i, i, i, i, nt, nt, 3.5, -1.8, nt, i, -1.0
36) COc1ccc(C(=O)/C=C/Nc2ccc(S(=O)(=O)Nc3nc(C)cc(C)n3)cc2)cc1OC
    i, i, i, i, i, i, 0.9, 5.4, i, i, -0.7
37) CCCn1c(=O)c(C(=O)NCc2cccnc2)c(O)c2ccccc21
    i, i, i, i, i, i, 9.1, -1.5, i, i, -0.4
38) C=CCSc1nnc(-c2sc(-c3ccccc3)nc2C)n1C
    i, i, i, i, i, i, -22.8, -10.1, i, i, 1.0
39) CSCCC(NC(=O)C1CCCCC1)c1nc2ccccc2[nH]1 (centres undefined)
    i, i, i, i, i, i, 4.3, 7.6, i, i, 0.0
40) O=C(CCl)Nc1ccc(S(=O)(=O)Nc2nccs2)cc1
    i, i, i, i, i, i, 16.4, 1.5, i, i, -0.8
41) N#Cc1nc(-c2ccc(F)cc2)oc1NCc1ccco1
    i, i, i, i, i, i, -7.4, 22.3, i, i, 0.8
42) O=[N+]([O-])c1ccc(Cc2ccccn2)c([N+](=O)[O-])c1
    i, i, i, i, i, i, 5.4, -1.2, i, i, -0.2
43) Cc1ccc(C2N(c3cccc(Cl)c3)C(=O)N3CCCN23)cc1 (centres undefined)
    i, i, i, i, i, i, 13.9, 1.9, i, i, 0.4
44) CCCCSC1(SCCCC)N=C(N)C2(C#N)C(c3ccccc3)NC(C)=C(C)C12C#N (centres undefined)
    i, i, i, i, i, i, -8.9, -4.4, i, i, -0.2
45) COc1cc(OC)c(OC)cc1CCC(C)NCCC(c1ccccc1)c1ccccc1 (centres undefined)
    i, i, i, i, i, i, 8.1, 1.3, i, i, -5.2

Next part.
Below each compound – TRPC6 activator, TRPC4 block, TRPC6 inh, RGS4 act, MrgX1 ag, MrgX1 PAM, SKKanGAS inh, Platelet DG rel, MrgX1 antagonist, RGS4 inh, HIF act
46) CCOc1ccc(C(=O)N2CCC(C(=O)c3ccc4c(c3)OCCO4)CC2)cc1
    i, i, i, i, i, i, 1.6, 0.9, i, i, -0.1
47) CCOc1ccc2nc(/N=C/c3c(C)[nH]n(-c4ccccc4)c3=O)sc2c1
    i, i, i, i, i, i, -20.1, -15.3, i, i, 1.1
48) O=c1c2[nH]c3ccc(Cl)cc3c2ncn1CCN1CCCCC1
    i, i, i, i, i, i, 0.8, 2.6, i, i, 0.5
49) CC(C)Oc1ccc(Br)cc1C(=O)N/N=C/c1c[nH]c2ccccc12
    i, i, i, i, i, i, 8.0, 3.6, i, i, 1.3
50) COc1cccc(NC(=O)CN(C)C(C)C(=O)Nc2ccc(S(=O)(=O)N3CCOCC3)cc2)c1 (centres undefined)
    i, i, i, i, i, i, -3.4, 16.1, i, i, 0.0
51) Cc1c(N/C=C/C(=O)c2cccs2)c(=O)n(-c2ccccc2)n1C
    i, i, i, i, i, i, -2.7, -8.4, i, i, 0.4
52) Cn1c(N)c(C(=O)Nc2c(Cl)cccc2Cl)sc1=S
    i, i, i, i, i, i, -4.0, 10.0, i, i, -0.4
53) Cc1cc2c(N=NC(=O)C3CC3c3ccccc3)c(O)[nH]c2cc1Br (centres undefined)
    i, i, i, i, i, i, 12.5, -3.6, i, i, 0.3
54) CCc1cc(=O)oc2cc(C)cc(OCC(=O)NCC(O)c3ccccc3)c12 (centres undefined)
    i, i, i, i, i, i, 2.4, 9.2, i, i, 0.1
55) CCCCn1c(=O)[nH]c(=O)c2c1nc(-c1ccc(-c3ccccc3Br)o1)n2CC
    i, i, i, i, i, i, 2.1, 0.6, i, i, -0.3
56) CCCCOc1ccc(-c2cnc3ccccc3n2)cc1
    i, i, i, i, i, i, -8.5, 3.8, i, i, -2.6
57) Cc1c(C)c2ccc(OCC(=O)Nc3cccnc3)cc2oc1=O
    i, i, i, i, i, i, -0.3, -1.4, i, i, nt
58) CSc1ccccc1-c1nnc(-c2ccc(Cl)c(Cl)c2)o1
    i, i, i, i, i, i, -6.9, 0.8, i, i, 0.9
59) Cc1cc(=O)nc2c3ccccc3n(CC(=O)NCCC3=CCCCC3)n12
    i, i, i, i, i, i, 2.4, 6.8, i, i, -0.8
60) COc1ccc(C(C(=O)NC2CCCCC2)N(C(=O)c2ccco2)c2ccccc2OC)cc1 (centres undefined)
    i, i, i, i, i, i, -1.2, 2.6, i, i, 0.3
61) COC(=O)C1=C(N)OC2=C(C(=O)CCC2)C1c1cccnc1 (centres undefined)
    i, i, i, i, i, i, -3.2, -2.0, i, i, -0.1
62) CC1=N/C(=C/c2cccnc2)C(=O)O1
    i, i, i, i, i, i, -7.5, -14.9, i, i, 0.0
